Screens as filed in PubChem BioAssay.
All columns: NCI-60 one-dose screen, growth in % after 48 h at 10 µM unless noted; 100 = growth as untreated, 0 = no growth, -100 = all killed.
A549/ATCC: A549/ATCC NSCLC | actives 3.7% (n = 81,000)
SK-MEL-2: SK-MEL-2 melanoma; actives 4.7% (n = 77,000); AID 1794763
MDA-MB-435: MDA-MB-435 melanoma | actives 7.8% (n = 82,000)
SK-MEL-28: SK-MEL-28 melanoma; actives 4.1% (n = 81,000)
UACC-62: UACC-62 melanoma. actives 5.4% (n = 81,000). AID 1794756
M14: M14 melanoma | actives 6.2% (n = 80,000)
SK-MEL-5: SK-MEL-5 melanoma; actives 6.4% (n = 80,000); AID 1794755
UACC-257: UACC-257 melanoma. AID 1794764. actives 4.4% (n = 78,000)
Numbers without * were called inactive; . = no result given; & = joins results of further samples; ! = a repeat was not active. The calls were made as follows: active = growth percent below 10; inactive = the rest.

SMILES	A549/ATCC	SK-MEL-2	MDA-MB-435	SK-MEL-28	UACC-62	M14	SK-MEL-5	UACC-257
O=C(Nc1ccc(S(=O)(=O)O)cc1)c1ccco1	98	107	109	112	102	114	112	102
O=C(CSc1nnc(-c2ccc(Cl)c(Cl)c2)n1-c1ccccc1)Nc1ccc(C(=O)/C=C/c2ccc(Cl)cc2)cc1	69	79	94	104	77	82	93	77
O=C(CCc1ccc(O)c(O)c1)c1c(O)cc(O)c([C@@H]2O[C@H](CO)[C@@H](O)[C@H](O)[C@H]2O)c1O	93	102	104	107	104	100	96	99
O=C(C[n+]1cccc2ccccc21)c1ccc(O)c(O)c1	84	91	88	85	70	-83*	83	78
CCCCCc1ccc(C2=C(Br)C(=O)c3nc(C)ccc3C2=O)cc1	90	100	86	95	82	67	89	92
CN(C)c1ccccc1C(=O)NNC(=S)Nc1ccccc1	.	108	105	107	103	106	103	.
O=C1c2ccccc2-c2c1c1cnccc1c(=O)n2CCCn1ccnc1	103	99	84	94	26	86	48	81
COC(=O)c1nc(N)nc(C(=O)OC)c1C(=O)c1ccco1	130	106	107	111	100	112	94	115
CN1C(=O)/C(=C/c2ccccc2)S/C1=N/c1nccs1	101	107	100	110	88	112	86	102
CC12CC[C@@H]3[C@]4(C)COC(c5ccccc5Cl)O[C@@H]4CC[C@@]3(C)[C@@H]1CC(C1=CCOC1=O)O2 (stereo not given in full)	83	81	73	108	62	.	31	61
CCOC(=O)c1ccc(NC(=O)Cn2cnc3c(N(CC)CC)ncnc32)cc1	96	122	95	106	91	108	99	100
CCOC(=O)c1cn(CC)c2cc(N3CCCCC3)c(F)cc2c1=O	96	113	101	102	100	99	103	103
CCCCCCCCn1ncc2c(N[C@H](C)c3ccccc3)ncnc21	99	116	92	105	74	105	88	100
CS(=O)(=O)N(c1cc(-c2ccc3ncnc(Nc4ccc(F)c(Cl)c4)c3c2)cnc1Cl)S(C)(=O)=O	57	27	44	24	10	44	31	39
COc1cc(CNC(=O)Cc2ccccc2)ccc1OCc1cn(-c2ccc(C)c(C)c2)nn1	97	105	98	103	83	96	71	102
O=C1N(Cc2cccc(F)c2)c2ccccc2S(=O)(=O)N1c1cccnc1Cl	95	105	107	104	82	99	95	99
COc1cc(-c2c(C(N)=O)nnn2-c2cc(OC)c(OC)c(OC)c2)cc(OC)c1OC	99	110	103	105	99	106	101	98
COc1ccc(Nc2[nH]n3c(=O)cc(C)nc3c2C(=O)Nc2ccc(C)cc2)c(OC)c1	98	84	90	89	67	87	95	108
COc1ccc(NC(=O)c2ccc(NC3=C(c4ccc(Cl)cc4)C(=O)NC3=O)cc2)cc1	71	70	95	101	82	102	81	86
Cn1cc(-c2nonc2-c2c[nH]c3ccc(Br)cc23)c2cccnc21	80	94	59	100	67	91	85	92
CCOC(=O)/C(=C/c1ccccc1)N(CC)CC	94	113	102	97	100	101	95	97
COc1cccc2c1OC1(C=C2)Oc2c(cccc2OC)C=C1C (stereo not given)	102	93	75	109	61	97	65	86
Cc1ccc(NS(=O)(=O)c2ccc(N)cc2)cc1NS(=O)(=O)c1ccc(N)cc1	81	92	104	103	94	95	106	92
CN1C(=O)C(/C(N)=N/O)=C(N)C12CCCC2	92	109	107	121	102	150	109	85
CCc1n(Cc2ccc3ccccc3c2)c2ccccc2[n+]1Cc1ccc2ccccc2c1	74	72	47	70	51	49	39	59
CSc1nc(O)c(Nc2ccc(Cl)cc2)c(=O)[nH]1	95	122	98	102	76	97	95	110
Clc1ccc(NC(Nc2ccc(Cl)cc2)C(Cl)(Cl)Cl)cc1	92&81	96&86	98&63	114&105	9.5*!	82&71	85&91	100&90
N#Cc1ccc(-c2csc(Nc3ccc4nc5n(c(=O)c4c3)CCC5)n2)cc1	101	95	103	104	100	103	97	108
CCn1c(CSc2nc3ccccc3c(=O)n2CCc2ccccc2)n[nH]c1=S	85	103	85	106	85	89	82	88
COc1ccc(Cl)[n+]([O-])n1	95	119	96	105	109	98	109	95
CC1C=CC(C2OCCO2)C2C(=O)C=CC(=O)C12 (stereo not given)	101	102	104	109	95	107	107	113
O=C(Cc1ccccc1)NC1=NC(=O)/C(=C\c2ccccc2O)S1	100	122	87	100	94	85	103	104
C#CCn1cnc2c(Nc3cccc(NC(=O)CCl)c3)ncnc21	45	46	23	40	20	24	31	28
C=CCn1c(SCC(=O)NCc2cc(C)c(O)c(C)c2)nc2ccc(Cl)cc2c1=O	106	101	107	109	82	115	93	102
CCCCc1nc(Cl)c(C2CC(c3ccc(Cl)cc3)=NN2C(C)=O)[nH]1 (stereo not given)	86	95	97	104	81	97	100	95
COc1ccccc1C(=O)O	108	112	106	105	96	.	117	105
CC(=O)[C@H]1CC[C@H]2[C@@H]3CCC4=CC(=O)CC[C@]4(C)[C@H]3C=C[C@]12C	80	83	91	98	.	88	66	54
CCC(O)(C#CCl)CC	107	115	110	102	125	95	.	113
O=C(CSc1ccc2nnc(-c3cccc(F)c3)n2n1)Nc1ccc2c(c1)OCO2	53	93	89	80	83	84	86	95
Nc1nc2c(N=Nc3ccc(Br)cc3)c(N)nn2c(-c2ccc(Cl)cc2)c1-c1nc2ccccc2s1	105	101	101	101	87	99	101	101
O=C1OC[C@@H]2Sc3[nH]c(=O)sc3[C@H](c3ccc(F)cc3)[C@H]12	103	99	106	112	71	102	101	116
O=C(/C=C/c1cccc(Cl)c1)c1ccc(O)c(CN2CCN(c3cc4c(cc3F)c(=O)c(C(=O)O)cn4C3CC3)CC2)c1	26	54	45	59	35	43	25	80
Cc1cccc2c3c(sc12)C(c1ccc(Cl)cc1)c1c(nc(CC(=O)Nc2ccccc2)[nH]c1=O)O3 (stereo not given)	63	68	9.4*	57	27	62	92	80
COc1ccc2nc3ccccc3c(NCc3ccc(Cl)cc3)c2c1	24	71	24	7.1*	65	-86*	12	-52*
Oc1cc(OCc2ccccc2)ccc1-c1[nH]ncc1Oc1ccccc1	99	93	102	99	89	98	101	106
CC(=O)OCC(=O)C1(O)CCC2C3CC(C)C4=CC(=O)C=CC4(C)C3=CCC21C (stereo not given)	78	93	108	113	90	101	99	122
CN(C)S(=O)(=O)Oc1ccc(-c2ccc3sccc3c2)cc1	100	103	104	98	86	97	96	114
Cc1nn(-c2ccccc2)c2ncc3c(c12)C(=O)N(c1ccccc1)C3=O	99	108	111	96	101	107	108	106
CCOC(OCC)c1nc(N)[nH]c(=O)c1CCCCc1ccccc1	106	98	107	112	90	98	98	112
Nc1c(C(=O)Nc2cccc(C(F)(F)F)c2)sc2nc3c(cc12)CCCCCC3	-45*	51	31	10	24	47	26	7.9*

Two entries from above, set out differently:
Below each SMILES: A549/ATCC	SK-MEL-2	MDA-MB-435	SK-MEL-28	UACC-62	M14	SK-MEL-5	UACC-257
Nc1c(C(=O)Nc2cccc(C(F)(F)F)c2)sc2nc3c(cc12)CCCCCC3
 : -45*	51	31	10	24	47	26	7.9*
COc1ccc2nc3ccccc3c(NCc3ccc(Cl)cc3)c2c1
 : 24	71	24	7.1*	65	-86*	12	-52*

Continuation.
SMILES	A549/ATCC	SK-MEL-2	MDA-MB-435	SK-MEL-28	UACC-62	M14	SK-MEL-5	UACC-257
O=S(=O)(NCCNc1nccc(-n2ccc3cccnc32)n1)c1ccc(Cl)cc1	101	106	104	104	92	103	100	108
COc1ccc(NC(=O)c2sc3nc(C)c(Br)c(C)c3c2N)cc1	99	94	104	112	94	98	98	106
CCCCCCCCCCCCN(C)CCCCCCCCCCCC	102	102	102	107	97	101	107	94
CC(C)n1cc(/C=N\N=C2\C(=O)Nc3ccccc32)c2ccccc21	101	97	103	112	99	100	99	109
Nc1cc(C(F)(F)F)ccc1Cl	118	.	96	89	94	106	99	128
C[n+]1cccc(C(N)=O)c1	105	105	111	120	109	105	102	111
CC(C)c1ccc(C(=O)C2CC2)cc1	102	129	108	108	105	100	111	105
O=C1C=CC(=O)N1c1ccc2ccccc2c1	99	101&98	95&120	116&110	94&99	103&91	102&106	91&92
C/C=C/C=N/NC(=S)Nc1ccccc1	79	.	109	97	90	96	104	81
COCOc1ccc(/C=C2\Oc3cc(O)ccc3C2=O)cc1	103	117	103	85	91	110	92	107
CC1CCCN(CCCOc2ccc(-c3ccc(C#N)cc3)cc2)C1 (stereo not given)	74	102	100	94	94	83	56	80
C=C(C)[C@@H]1CC[C@]2(CNCCO)CC[C@]3(C)[C@H](CC[C@@H]4[C@@]5(C)CCC(N)[C@@](C)(CO)[C@@H]5CC[C@]43C)[C@@H]12 (stereo not given in full)	-34*	-19*	-76*	-86*	-76*	-77*	-96*	-87*
COc1ccc2[nH]cc(-c3nc(-c4cn(C)c5c(Cl)nccc45)cs3)c2c1	34	51	6.8*	46	44	14	34	-33*
COc1cc(-c2cc(C(=O)N3CCN(C(=O)c4ccccc4NCc4ccco4)CC3)nc3cc(-c4ccccc4)nn23)cc(OC)c1OC	25	11	-35*	59	40	24	3.8*	34
CCOC(=O)c1noc2c1CCc1cn(Cc3ccccc3)cc1-2	83	83	109	98	103	102	98	91
Nc1nc(-c2ccc(Cl)cc2)nc2c1sc(=S)n2-c1ccccc1	24	84	57	56	47	68	37	60
Oc1ccc(CCC2CCNc3ccccc32)cc1 (stereo not given)	52	87	.	94	72	89	58	.
CCC(C)Cn1cnc2c(=O)[nH]c(N)nc21 (stereo not given)	99	100	106	102	91	106	100	99
CCOC(=O)C1=C(C(=O)c2cccc3ccccc23)C(c2cccc([N+](=O)[O-])c2)C(C(=O)c2cccc3ccccc23)=C(C(=O)OCC)N1	105	122	109	110	87	107	99	106
O=C(O)c1ccc2cccnc2c1O	10	4.8*	10	45	1.0*	9.0*	0.8*	-9.1*
C=CCc1ccc(OC(C)=O)c(OC)c1	97	95	106	113	102	93	104	100
CC(=O)Nc1c(Cl)c2c(c(Cl)c1Br)-c1ccc(Cl)cc1C2	98	93	105	119	80	96	89	98
O=C(CCBr)NCc1ccccc1	100	106	106	107	98	99	102	107
O=C1OC(N(Cc2ccc(Cl)cc2)c2ccccc2)c2ccccc21 (stereo not given)	90	94	109	111	94	104	101	105
CC1(C)[C@@H](OC(=O)c2cccnc2)CC[C@]2(C)[C@H]3C(=O)C=C4[C@@H]5C[C@@](C)(C(=O)O)CC[C@]5(C)CC[C@@]4(C)[C@]3(C)CC[C@@H]12	80	96	106	107	88	100	95	102
CNC(=O)Sc1ccc(C)c(N(C)C)c1	117	95	102	110	101	93	101	97
CC(=O)Nc1ccc(S(=O)(=O)N/N=C(\C)c2ccc(C)cc2C)cc1	100	93	.	108	107	106	113	95
Cc1ccc2c(c1)C1(Nc3cc(Cl)ccc3S1)C(=O)N2C (stereo not given)	92	106	99	101	87	111	89	102
Cc1ccc(NC(=O)n2ncc3cc(Nc4ncnc5ccccc45)ccc32)cc1Cl	72	108	102	101	110	94	99	96
COC(=O)c1ccccc1NC(=S)Nc1ccc(S(=O)(=O)Nc2ccc(Cl)nn2)cc1	104	107	105	104	96	.	104	107
Sc1cccc2cccnc12	19	22	45	36	-3.9*	-3.6*	-11*	24
O=C(NOCc1cscn1)Nc1ccccc1	94	108	114	109	104	106	96	100
COC(=O)[C@]1(C)CCC[C@]2(C)[C@H]3C[C@H]4C(C(C)C)=C[C@]3(CC[C@H]21)[C@@H]1C(=O)NC(=O)[C@@H]14	83	100	96	114	86	95	97	82
O=C1C2C3C=CC(O3)C2C(=O)N1Cc1ccncc1 (stereo not given)	103	101	103	119	98	100	106	99
Cc1ccc(NC(=O)Cn2c(-c3nonc3NC(=O)c3ccc(F)cc3)nc3ccccc32)cc1F	62	.	74	75	94	67	80	88
O=C1Nc2cc(-c3cccc(O)c3)ccc2/C1=C/c1ccc[nH]1	18	3.7*	5.1*	16	24	17	6.2*	46
CC(=O)c1c(C)nc2ccccc2c1/C=C/c1ccccc1	85	96	113	99	70	111	74	94
CCNCCCn1c2c(c3ccc([N+](=O)[O-])cc3c1=O)C(=O)c1cc(OC)cnc1-2	-82*	-28*	-54*	-32*	.	-37*	-97*	-45*
O=CNc1cc2c(cc1Br)-c1ccccc1C2O (stereo not given)	95	96	114	119	97	102	112	97
CCCCNCC(=O)Nc1ccc(C(=O)OCC)cc1	95	93	105	115	95	97	101	103
Cc1ccc2c(C3NNC(=S)N3)cc(=O)oc2c1C (stereo not given)	105	108	105	113	93	105	101	112
CCCCCCCC[C@@H]1C=CC(=O)N1CCCCCCC(=O)OC	97	107	101	95	97	109	99	104

Of the compounds above, these have an NH in an aromatic ring:
SMILES	A549/ATCC	SK-MEL-2	MDA-MB-435	SK-MEL-28	UACC-62	M14	SK-MEL-5	UACC-257
COc1ccc(Nc2[nH]n3c(=O)cc(C)nc3c2C(=O)Nc2ccc(C)cc2)c(OC)c1	98	84	90	89	67	87	95	108
Cn1cc(-c2nonc2-c2c[nH]c3ccc(Br)cc23)c2cccnc21	80	94	59	100	67	91	85	92
CSc1nc(O)c(Nc2ccc(Cl)cc2)c(=O)[nH]1	95	122	98	102	76	97	95	110
CCn1c(CSc2nc3ccccc3c(=O)n2CCc2ccccc2)n[nH]c1=S	85	103	85	106	85	89	82	88
CCCCc1nc(Cl)c(C2CC(c3ccc(Cl)cc3)=NN2C(C)=O)[nH]1 (stereo not given)	86	95	97	104	81	97	100	95
O=C1OC[C@@H]2Sc3[nH]c(=O)sc3[C@H](c3ccc(F)cc3)[C@H]12	103	99	106	112	71	102	101	116
Cc1cccc2c3c(sc12)C(c1ccc(Cl)cc1)c1c(nc(CC(=O)Nc2ccccc2)[nH]c1=O)O3 (stereo not given)	63	68	9.4*	57	27	62	92	80
Oc1cc(OCc2ccccc2)ccc1-c1[nH]ncc1Oc1ccccc1	99	93	102	99	89	98	101	106
CCOC(OCC)c1nc(N)[nH]c(=O)c1CCCCc1ccccc1	106	98	107	112	90	98	98	112
COc1ccc2[nH]cc(-c3nc(-c4cn(C)c5c(Cl)nccc45)cs3)c2c1	34	51	6.8*	46	44	14	34	-33*
CCC(C)Cn1cnc2c(=O)[nH]c(N)nc21 (stereo not given)	99	100	106	102	91	106	100	99
O=C1Nc2cc(-c3cccc(O)c3)ccc2/C1=C/c1ccc[nH]1	18	3.7*	5.1*	16	24	17	6.2*	46
